# Mtb RmlCD inh = M. tuberculosis RmlC/RmlD coupled enzyme inhibitors, primary screen, biochemical, compound mixtures, 384-well, from 1536-well plates; RmlC+RmlD coupled enzyme assay, percent inhibition; primary screen in compound mixtures; inhibition, % at 3.6 µM; hit rate 0.03% among 160,000; in the data active = inhibition mostly above about 34%, no sharp cut-off; also: some results filed as inactive read as strong as hits
# Target sequence (P9WH09 whole entry, looked up): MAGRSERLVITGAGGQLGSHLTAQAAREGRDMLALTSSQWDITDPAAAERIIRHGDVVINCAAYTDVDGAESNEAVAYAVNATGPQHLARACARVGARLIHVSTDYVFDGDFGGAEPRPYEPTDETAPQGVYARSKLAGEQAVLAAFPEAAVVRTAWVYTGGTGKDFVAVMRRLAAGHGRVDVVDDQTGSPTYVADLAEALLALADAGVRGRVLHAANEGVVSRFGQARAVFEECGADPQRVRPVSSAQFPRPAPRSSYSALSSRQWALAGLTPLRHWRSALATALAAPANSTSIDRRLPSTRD
# Target sequence (P9WH11 whole entry, looked up): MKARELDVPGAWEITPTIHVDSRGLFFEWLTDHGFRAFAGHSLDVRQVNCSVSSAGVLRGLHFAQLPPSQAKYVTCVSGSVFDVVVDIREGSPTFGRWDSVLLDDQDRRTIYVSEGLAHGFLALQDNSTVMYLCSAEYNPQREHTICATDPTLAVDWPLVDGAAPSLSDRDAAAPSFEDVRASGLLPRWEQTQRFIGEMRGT
# GlmU inhibition = inhibition of mycobacterial GlmU enzyme – biochemical, glucosamine-1-phosphate acetyltransferase (AID 1376); hit rate 0.25% among 220,000; M. tuberculosis GlmU acetyltransferase enzyme assay; higher % means a stronger effect; inhibition, %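 (tested at 30 µM in the primary screen)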; hits with a dose series show IC50 in µM; in the data active = inhibition above about 13%;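 also: 0% = complete reaction with vehicle and 100% = reaction without substrate; strong numbers were not always called active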
# * marks the source's active call; other numbers are inactive results; nt = no result given. Some of the compounds tested; the hit share may differ from the screen's.
# Value order: GlmU inhibition | Mtb RmlCD inh
Cc1cc(N2CCCC2)c(C)cc1C=O
    7.5% | -6.8
COc1ccccc1CNC(=O)C1CCC1
    2.8% | 25.0
CCC(c1nnnn1Cc1ccco1)N1CCN(C(=O)c2ccco2)CC1 (stereo not drawn)
    1.0% | nt
CCc1nc2c(n1O)CCc1nonc1-2
    2.5% | 3.1
Cc1ccc(-c2cc(C(=O)Nc3c(C#N)cnn3C)no2)cc1
    1.8% | 2.7
CN(C)c1nc(C=C(C#N)C#N)c(Cl)n1-c1ccc(F)cc1
    1.4% | 2.7
CCCCS(=O)Cc1ccccc1 (stereo not drawn)
    1.4% | 11.1
CCCN1C(=O)/C(=N\OCC(=O)NC23CC4CC(CC(C4)C2)C3)c2ccccc21
    -0.8% | 8.6
COC(=O)C1=C(C)N(C)C(C)=C(C(=O)OC)C1c1cccc(Br)c1
    -3.0% | nt
Cc1n[nH]c(=S)n1/N=C/c1ccc(OCc2ccc(Cl)cc2Cl)cc1
    4.4% | -2.5
COc1cccc(C2CC(c3ccc(Cl)cc3Cl)Nc3nc(N)nn32)c1 (stereo not drawn)
    6.7% | 10.4
CCOC(=O)C1CCCN(Cc2nc(N)nc(Nc3ccccc3)n2)C1 (stereo not drawn)
    -2.6% | nt
Cc1c(N(C(=O)CNC(=O)c2ccccc2)C2(C(=O)NC3CCCCC3)CCCCC2)c(=O)n(-c2ccccc2)n1C
    -5.0% | 6.1
CC1CC(C)CN(C(=S)NC2CCCCC2)C1 (stereo not drawn)
    -9.1% | 9.9
COC(=O)c1cc2ccccc2c(-c2c(OC)c(C(=O)OC)cc3ccccc23)c1OC
    -2.7% | nt
Cn1c(=O)c2c(ncn2CCC(=O)N/N=C/c2cccnc2)n(C)c1=O
    0.8% | nt
COc1ccc(/C=C2\SC(=S)N(CC(=O)NCCO)C2=O)cc1
    -0.6% | nt
Cc1sc(NC(=O)c2ccc(=O)n(C)n2)nc1-c1ccccc1
    7.2% | nt
Cc1noc(C)c1C(=O)N1CCC2(CC1)OCCO2
    -3.6% | -3.2
COc1ccc(C)cc1N(CC(=O)Nc1cccnc1)S(=O)(=O)c1ccccc1
    -0.9% | 6.1

# Another view of part of the listing above:
smiles: CCc1nc2c(n1O)CCc1nonc1-2
- GlmU inhibition = 2.5%
- Mtb RmlCD inh = 3.1

smiles: Cc1sc(NC(=O)c2ccc(=O)n(C)n2)nc1-c1ccccc1
- GlmU inhibition = 7.2%
- Mtb RmlCD inh = nt

smiles: COc1ccccc1CNC(=O)C1CCC1
- GlmU inhibition = 2.8%
- Mtb RmlCD inh = 25.0

smiles: CCOC(=O)C1CCCN(Cc2nc(N)nc(Nc3ccccc3)n2)C1 (stereo not drawn)
- GlmU inhibition = -2.6%
- Mtb RmlCD inh = nt

# Next part
# Value order: GlmU inhibition | Mtb RmlCD inh
CCC1CCc2c(sc(NC(C)=O)c2C#N)C1 (stereo not drawn)
    6.1% | -9.0
O=[N+]([O-])c1ccc(OCCO)nc1
    -2.7% | 2.6
CCOc1ccc(NC(=O)Nc2ccc(Cc3ccncc3)cc2)cc1
    -2.1% | 2.8
CCOC(=O)c1cc2c(ccn2C)n1CC(=O)N1C(C)CCCC1C (stereo not drawn)
    1.8% | -3.8
CN(CCCOc1ccccc1Br)Cc1ccccc1
    -8.2% | -11.4
Cc1cc2c(nn1)CCC/C2=N\O
    0.6% | 21.7
Cc1n[nH]c(=O)nc1NCc1ccco1
    1.7% | 9.0
Cc1nnc(NC(=O)CSc2nc(C(C)C)nc3ccccc23)s1
    1.0% | nt
COC(=O)c1ccccc1NC(=O)CN1CCC(n2nnc3cc(F)ccc32)CC1
    -0.2% | 25.0
O=C(c1cnc2n(c1=O)CCS2)N1CCN(c2ccc([N+](=O)[O-])cc2)CC1
    -5.4% | 6.1
O=C1CC(c2ccccc2)CC(O)=C1C=NCc1ccco1 (stereo not drawn)
    1.4% | nt
O=c1c2[nH]c3ccc(F)cc3c2ncn1CCN1CCOCC1
    -3.9% | -3.7
O=C1CCCC/C1=C/Nc1ccc(C(=O)O)cc1
    -1.2% | nt
C=CCn1c(SC2CCOC2=O)nc2sc(C)c(C)c2c1=O (stereo not drawn)
    -2.5% | nt
Nc1nc2n(n1)C(c1cccc(Cl)c1)CC(c1ccc(F)cc1)N2 (stereo not drawn)
    1.6% | -14.4
COc1ccc(-c2cc(C(=O)O)c3ccccc3n2)c(OC)c1
    4.2% | 11.5
Cc1cc(NC(=O)Nc2ccccc2F)ccc1Br
    5.4% | nt
COc1ccc(-n2c(=S)[nH]c3cc(C(=O)NCCCN4CCCC4=O)ccc3c2=O)cc1OC
    -2.3% | nt
CCS(=O)(=O)C1=NSC2=NC(=O)/C(=C\c3cc(C)n(-c4cccc(OC)c4)c3C)C(=N)N21
    2.6% | 5.7
CCOC(=O)c1[nH]nc(N)c1NC(=O)c1ccc(Cl)cc1Cl
    2.4% | 2.0
COCCn1c(SCC(=O)Nc2ccc3[nH]c(=O)[nH]c3c2)nc2ccccc2c1=O
    -4.1% | nt
COc1ccc(-c2nc(/C=C3\C(C)=Nc4ccccc43)c(O)o2)cc1
    -5.6% | 0.5
COc1ccc(C2CC(c3cccs3)Nc3nnnn32)cc1 (stereo not drawn)
    0.6% | -15.9
COc1ccccc1C(=O)NNC(=O)c1sccc1-n1cccc1
    0.9% | nt
Cc1ccccc1-c1nnc(-c2ccccc2)o1
    2.3% | -6.4
CC(=O)N(C(C)=O)c1ncc2c([nH]c3ccccc32)c1C#N
    5.8% | 6.0
O=C(Nc1cccc(O)c1)c1noc2c1CCCCC2
    -0.4% | -3.5
Cc1[nH]c2ccc(C(=O)OCCN(C)C)cc2c1C
    -0.1% | 0.5
O=Cc1cn(CC(=O)N2CCOCC2)c2ccccc12
    -4.7% | nt
COc1ccc(C2C(C#N)=C(N)Oc3cc(C)n(Cc4ccncc4)c(=O)c32)cc1 (stereo not drawn)
    -2.8% | nt
C=CC[N+](C)(C)CCN1C(=O)C2C(c3ccccc3)C=CC(c3ccccc3)C2C1=O (stereo not drawn)
    -3.7% | -0.1
Cc1ccccc1C(=O)NN1CCOCC1
    -0.5% | -13.6
COc1ccc(Nc2cc(C(=O)NCc3ccco3)c3ccccc3n2)c(OC)c1
    6.4% | -8.8
Cc1ccc(-n2nc(CC#N)c(C#N)c2N)cc1Cl
    1.5% | -9.7
CN(C)C(=S)NC(=O)C12CC3(C)CC(C)(CC(C)(C3)C1)C2
    7.5% | 5.1
Cc1cc(C)nc(NC(=O)CCC2CCCC2)c1
    -4.9% | nt
Cc1ccc(C2Nc3ccccc3C(=O)N2CCN2CCNC2=O)cc1 (stereo not drawn)
    -2.6% | 41.2
COCCCNC(=O)CCSc1ccc(Cl)cc1
    2.5% | -1.4
Cc1ccnc(NC(=O)COc2ccc(Cl)cc2)n1
    3.9% | 5.2
CCC(=NCc1ccco1)c1c(O)n(C)c(=O)n(C)c1=O
    7.2% | nt
CCOC(=O)C1(Cc2cccc(F)c2)CCN(Cc2cnc(C)s2)CC1
    -3.4% | nt
O=C(Nc1ccc(Cl)cc1C(F)(F)F)c1ccc(Cl)cc1
    nt | -3.7
CCCCn1cnc2c1c(=O)n(CC(=O)c1cc(C)n(C)c1C)c(=O)n2CC(C)C
    -1.9% | nt
NC(=O)c1c(NC(=O)c2cccnc2Cl)sc2c1CCCC2
    1.2% | nt
Cc1cc(C)nc(SCc2cc(=O)c(OC(=O)c3ccc(Br)o3)co2)n1
    0.6% | nt
CCOC(=O)C1=C(N)OC2=C(C(=O)CC(C)(C)C2)C1c1ccc(C)s1 (stereo not drawn)
    2.0% | -9.8
CCC1(O)c2ccccc2-c2ncccc21 (stereo not drawn)
    -3.5% | nt
Cc1cc([N+](=O)[O-])nn1CC(=O)Nc1nccs1
    -0.8% | 23.7
Cn1c(=O)[nH]c(=O)c2c1nc(N1CCc3ccccc3C1)n2CCSc1nc2ccccc2s1
    1.0% | -11.3
COC(=O)c1[nH]c2ccc(C)cc2c1NC(=O)CN1CCN(Cc2ccccc2)CC1
    -2.2% | -5.9
O=C(NCc1ccccn1)C(C(=O)c1cccc([N+](=O)[O-])c1)n1cc(Cl)ccc1=O (stereo not drawn)
    2.8% | 7.4
OCCOCCOCCn1c2ccccc2c2ccccc21
    -0.9% | 4.4
COc1ccc(COc2ccc(C3C(S(=O)(=O)c4ccccc4)CON3C)cc2OC)cc1 (stereo not drawn)
    0.4% | 1.3
O=C(O)CCC(=O)N(Cc1cccnc1)Cc1cccc(F)c1
    -1.8% | nt
CCn1c(-c2ccc(C)cc2)n[nH]c1=S
    2.5% | 6.4
COC(=O)[C@@]1(Cc2ccc(F)cc2)[C@H]2c3cc(C(=O)N(C)C)n(CCSCCO)c3C[C@H]2CN1C(=O)c1ccccc1
    -0.7% | nt
CCN(CC)S(=O)(=O)c1ccc(N2CCOCC2)c(NC(=O)c2ccccc2F)c1
    0.1% | 1.1
O=C(O)c1cccc(N2C(=S)N=C(Nc3ccccc3)C23CCCCC3)c1
    -3.8% | 2.4
Cc1oc2nc(SCCCC(=O)NCCCO)nc(N)c2c1C
    nt | 6.6
COc1ccc(OCCCC(=O)Oc2ccc(OC)cc2)cc1
    2.1% | nt

# Record cards, as listed above.
# Cc1ccccc1C(=O)NN1CCOCC1 reads GlmU inhibition: -0.5%; Mtb RmlCD inh: -13.6
# COc1cccc(C2CC(c3ccc(Cl)cc3Cl)Nc3nc(N)nn32)c1 (stereo not drawn) reads GlmU inhibition: 6.7%; Mtb RmlCD inh: 10.4

# Other records:
# Value order: GlmU inhibition | Mtb RmlCD inh
Cc1nc(C)c(C(=O)O)c(-c2cccs2)c1C(=O)O
    0.9% | 4.0
Cc1cccc(/C=N/NC(=O)c2cccc([N+](=O)[O-])c2)n1
    -1.4% | -15.8
CCC(C)(C)n1nnnc1C(c1ccccc1)N1CCN(C2CCCC2)CC1 (stereo not drawn)
    -1.7% | nt
COc1cc(C=O)ccc1Oc1nnnn1-c1ccc(C(N)=O)cc1
    2.8% | nt
O=C(CCc1ccccc1)Nc1cc(Cl)ccc1O
    3.0% | -4.1
CCc1ccccc1NC(=O)c1cnc2n(c1=O)CCS2
    -2.3% | 4.0
O=C(Nc1ccc(N2CCOCC2)cc1)C1CCN(S(=O)(=O)c2ccc3c(c2)OCCO3)CC1
    0.9% | -6.0
CCC(=O)c1ccc(OCC(O)CN2CCN(C(c3ccccc3)c3ccccc3)CC2)cc1 (stereo not drawn)
    -2.0% | -6.5
CC(C)N(C)CCOC(=O)c1ccccc1Cl
    3.3% | -17.2
CN(C)/C=N/c1nccc(-c2cccs2)n1
    -2.2% | 3.7
CN(Cc1nccn1C)C(=O)CC1C(=O)NCCN1Cc1cccc(Oc2ccccc2)c1 (stereo not drawn)
    0.6% | -8.1
C=C(C)CNC(=S)Nc1nc2c(cc1C(=O)OCC)CCCC2
    4.0% | -12.1
NC(=O)CSc1cn(CCNC(=O)c2cccs2)c2ccccc12
    -2.0% | nt
CC(=O)Nc1ccc(N2CCCC(C)C2)c([N+](=O)[O-])c1 (stereo not drawn)
    -5.3% | 14.1
CC(C)C(OC(=O)CCCC(=O)Nc1nccs1)C(=O)NC1CCCCC1 (stereo not drawn)
    6.5% | -5.2
O=C(Nc1ccsc1C(=O)N1CCCCCC1)c1ccccc1
    -2.9% | 12.8
COc1cc(C(=O)Nc2ccc(O)cc2C(=O)O)ccc1OC(C)=O
    -2.0% | -2.8
COc1ccccc1NC(=O)Nc1ccc(Cc2ccncc2)cc1
    0.9% | nt
CCn1c(SCC(=O)N/N=C/C=C\c2ccccc2[N+](=O)[O-])nnc1-c1ccccc1
    1.4% | nt
Nc1ncnc(NCc2ccccc2)c1[N+](=O)[O-]
    1.2% | -11.5
Cn1cccc1/C=C1\CC(C(C)(C)C)C/C(=C\c2cccn2C)C1=O (stereo not drawn)
    2.4% | -3.6
COc1ccc(-c2nc(SCc3ccccc3)n(C(=O)c3ccco3)n2)cc1
    3.1% | 3.0
O=C(O)c1ccc(-n2cccn2)c([N+](=O)[O-])c1
    3.5% | 3.8
Cc1cc(C(=O)CCC(=O)N2CCN(c3ccccc3F)CC2)c(C)s1
    5.6% | 9.9
CC1(C)COC2(OC1)C(=O)N(CN1CCOCC1)c1ccccc12
    1.9% | -7.4
Cc1ccn2c(NCc3ccccc3)c(-c3cccs3)nc2c1
    0.3% | 5.2
CC(NCc1cccs1)c1ccccc1 (stereo not drawn)
    -2.4% | 4.9
CCCCC(=O)Nc1ccc(C(=O)Nc2cccnc2)cc1
    3.9% | -2.1
COCCNC(=O)c1ccccc1NC(=O)c1ccccc1N(C)S(C)(=O)=O
    0.8% | -7.2
Cc1cccc(N2CCN(C(=O)c3cc4c(=O)[nH]c5ccccc5c4n3C)CC2)c1C
    2.7% | nt
CC1(C)N=C2C(=[N+]1[O-])CCC/C2=N\O
    0.5% | -2.7
Cc1ccc(S(=O)(=O)Nc2cccc3ncccc23)cc1
    0.1% | 7.5
O=C(N/N=C/c1ccccc1F)c1csc2c1CCCC2
    22.6% | 6.1
O=C(CS(=O)(=O)c1cn(Cc2cccc(F)c2)c2ccccc12)N1CCCCC1
    0.9% | nt
C/C(=N\N1CCN(C)CC1)c1ccc(OC(F)F)cc1
    -2.1% | 11.2
COc1ccc(/C=N/Nc2ccc([N+](=O)[O-])cc2S(=O)(=O)N2CCN(C)CC2)cc1
    0.1% | -0.1
COC(CNC(=O)CCc1c(C)nc2c(-c3ccc(F)cc3)c(C)nn2c1C)OC
    -3.7% | nt

# Assay outcomes: PubChem BioAssay, several laboratories
